TLR9-MyD88 inh: inhibitors of TLR9-MyD88 association in cells, primary screen, cell-based, CHO, BLA complementation, fluorescence; Toll-like receptor 9 (Homo sapiens) + Myeloid differentiation primary response protein …; CCF4 FRET ratio; inhibition, % at 4.98 µM; 340,000 compounds, 0.21% hits;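 active = inhibition above the mean over all tested compounds plus 3 SD, cut at about 21% in these data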;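 note: 0% = DMSO only wells and 100% = clavulanate BLA inhibitor control wells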
Target sequence (Q99836 whole entry, looked up): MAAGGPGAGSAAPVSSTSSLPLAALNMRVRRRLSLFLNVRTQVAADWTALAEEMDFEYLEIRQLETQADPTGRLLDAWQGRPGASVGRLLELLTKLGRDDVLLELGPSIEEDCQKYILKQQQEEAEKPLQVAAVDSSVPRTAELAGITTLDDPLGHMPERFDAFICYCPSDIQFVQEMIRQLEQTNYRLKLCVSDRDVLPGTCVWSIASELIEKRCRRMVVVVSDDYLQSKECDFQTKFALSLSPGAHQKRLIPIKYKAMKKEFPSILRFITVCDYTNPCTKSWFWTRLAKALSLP
Target sequence (Q9NR96 whole entry, looked up): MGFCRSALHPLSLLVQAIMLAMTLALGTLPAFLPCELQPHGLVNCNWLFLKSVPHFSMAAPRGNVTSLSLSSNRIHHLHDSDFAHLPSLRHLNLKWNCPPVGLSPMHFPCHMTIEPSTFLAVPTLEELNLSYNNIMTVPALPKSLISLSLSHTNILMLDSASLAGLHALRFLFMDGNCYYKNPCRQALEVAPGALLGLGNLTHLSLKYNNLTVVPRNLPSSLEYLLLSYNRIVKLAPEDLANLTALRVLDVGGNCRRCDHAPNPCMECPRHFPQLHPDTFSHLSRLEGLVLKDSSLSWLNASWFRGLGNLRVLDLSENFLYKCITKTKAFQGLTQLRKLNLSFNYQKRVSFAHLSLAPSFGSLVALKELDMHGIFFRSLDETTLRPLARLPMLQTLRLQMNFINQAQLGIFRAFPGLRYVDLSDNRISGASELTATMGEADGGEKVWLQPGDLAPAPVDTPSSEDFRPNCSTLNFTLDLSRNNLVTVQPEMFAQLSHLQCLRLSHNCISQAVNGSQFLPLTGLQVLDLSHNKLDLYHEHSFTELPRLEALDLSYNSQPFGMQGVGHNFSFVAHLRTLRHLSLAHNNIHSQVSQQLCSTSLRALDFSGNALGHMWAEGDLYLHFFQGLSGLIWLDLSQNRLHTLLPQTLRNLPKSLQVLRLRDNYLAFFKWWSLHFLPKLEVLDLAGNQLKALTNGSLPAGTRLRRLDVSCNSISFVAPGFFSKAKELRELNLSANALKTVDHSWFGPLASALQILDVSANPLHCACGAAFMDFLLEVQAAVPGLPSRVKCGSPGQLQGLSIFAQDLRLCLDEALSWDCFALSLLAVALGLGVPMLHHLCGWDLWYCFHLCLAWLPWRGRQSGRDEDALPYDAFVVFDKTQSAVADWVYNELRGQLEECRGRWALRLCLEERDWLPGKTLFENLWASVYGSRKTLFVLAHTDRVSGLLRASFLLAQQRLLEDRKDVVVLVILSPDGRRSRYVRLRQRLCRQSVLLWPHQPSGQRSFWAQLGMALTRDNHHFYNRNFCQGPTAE
NR5A2 inv ag: LRH-1 (NR5A2) inverse agonists, primary screen, cell-based, luminescence, HEK293T, StAR-luciferase reporter | AID 602396, 2012 | Nuclear receptor subfamily 5 group A member 2 (Homo sapiens), O00482 | inhibition, % at 3.6 µM | 360,000 compounds, 0.13% hits | LRH-1 transfected, 24 h;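 active = inhibition above the mean inhibition of all tested compounds plus 3 SD, cut at about 73% in these data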;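 note: 0% = DMSO wells and 100% = reporter-only cells lacking LRH-1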
MC4R ag barr: MC4R agonists recruiting beta-arrestin, primary screen, cell-based, luminescence, agonist arm of biased-ligand search; 360,000 compounds, 0.98% hits; Melanocortin receptor 4 (Homo sapiens), P32245; U2OS MC4R beta-arrestin complementation; percent of melanotan II response, DMSO zero; activation, % at 8.9 µM;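 active = activation above a per-plate cutoff, the mean activation of sample wells on that plate plus 3 SD, cut at about 8% in these data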
MC4R antag cAMP: MC4R antagonists of cAMP signaling, primary screen, cell-based, TR-FRET, antagonist arm of biased-ligand search. 360,000 compounds, 0.48% hits. Melanocortin receptor 4 (Homo sapiens), P32245. inhibition, % at 6.5 µM. AID 540295, 2011. MC4R-expressing cells, MTII-stimulated cAMP, LANCE TR-FRET;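 active = inhibition above its plate's cutoff, the mean of tested wells on that plate plus 3 SD, cut at about 29% in these data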;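 note: 0% = Melanotan II alone and 100% = Melanotan II plus saturating MCL0020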
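Test system: U2OS cells stably expressing human melanocortin 4 receptor (MC4R); also added: Melanotan II challenge; compound: 6.5 µM single dose; timing: 30-min compound preincubation, 1-h Melanotan II challenge, 1-h detection, room temperature; signal: Eu-cAMP/anti-cAMP TR-FRET, emission 671 nm; repeats: one well per compound, no replicates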
NCOA3 inh: SRC3 coactivator transcriptional activity inhibitors, primary screen, cell-based, luminescence | Nuclear receptor coactivator 3 (Homo sapiens), Q9Y6Q9 | HEK293 GAL4-SRC3 luciferase reporter | inhibition, % at 3.6 µM | 360,000 compounds, 0.17% hits | AID 588352, 2011;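 active = inhibition above a per-campaign cutoff, the mean of all compounds plus 3 SD, cut at about 60% in these data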;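 note: 0% = DMSO-treated cells and 100% = gossypol-treated cells at 36 µM; higher means less SRC3-driven luciferase light from the GAL4 reporter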
ABHD5-PLIN5 inh: ABHD5-PLIN5 interaction inhibitors, primary screen, cell lysate, split luciferase complementation, luminescence; Perilipin-5 (Homo sapiens) + 1-acylglycerol-3-phosphate O-acyltransferase ABHD5 (Homo …; Split G. princeps luciferase complementation, 4 h; AID 602281, 2012; 360,000 compounds, 0.78% hits; inhibition, % at 4 µM;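 active = inhibition above the mean inhibition across every tested compound plus 3 SD, cut at about 22% in these data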;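 note: 0% = DMSO only wells and the 100% control is not disclosed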
NCOA1 inh: SRC1 coactivator transcriptional activity inhibitors, primary screen, cell-based, luminescence | HEK293 GAL4-SRC1 luciferase reporter | inhibition, % at 3.6 µM | 360,000 compounds, 0.12% hits;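 active = inhibition above the campaign mean plus 3 SD, with each screening campaign given its own cutoff, cut at about 60% in these data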;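 note: 0% = DMSO treated cells and 100% = gossypol at 36 µM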
NOD2 RIPK2 PPI: NOD2-RIPK2 binding disruptors in cells, primary screen, fluorescence, CHO cells, BLA complementation; Receptor-interacting serine/threonine-protein kinase 2 (Homo sapiens), O43353; CCF4 ratio; inhibition, % at 4.98 µM; 360,000 compounds, 0.38% hits; AID 624267, 2012; in the data active = inhibition above about 21%;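 note: 0% = vehicle only and 100% = reference blocker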
LMP1 NFkB inh: EBV LMP1-driven NF-kappaB luciferase reporter inhibitors, primary screen, cell-based, luminescence, single point; LMP1-induced NF-kappaB luciferase reporter cells; inhibition, % at 12.5 µM; 350,000 compounds, 0.69% hits; AID 504558, 2011; in the data active = inhibition above about 41%;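 note: 0% = neutral control wells and 100% = reference inhibitor control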
NR2F2 inh: NR2F2 transcriptional activity inhibitors, primary screen, cell-based, luciferase reporter, HEK293T, luminescence; inhibition, % at 8.6 µM; HEK293T NGFI-A luciferase reporter; 370,000 compounds, 0.7% hits; COUP transcription factor 2 (Homo sapiens), P24468;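 active = inhibition above a per-plate cutoff, mean inhibition of test wells between control levels plus 3 SD, cut at about 38% in these data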;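 note: cells cotransfected with COUP-TFII expression vector driving the NGFI-A reporter; 0% = median of COUP-TF2 test wells and 100% = reporter-only cells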
NCOA2 inhibitor: inhibition of GAL4-SRC2 driven luciferase reporter, primary screen, SRC2 inhibitor project, cell-based, luminescence; Nuclear receptor coactivator 2 (Homo sapiens), Q15596; HEK293 GAL4-SRC2 luciferase reporter; 370,000 compounds, 0.17% hits; inhibition, % at 9 µM;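 active = inhibition above the mean inhibition of all tested compounds plus 3 SD, set per campaign, cut at about 52% in these data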;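 note: 0% = DMSO treated cells and 100% = cells given Gossypol at 36 µM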
The depositor's hits bear a star; · = no result given. Some of the compounds tested; the hit share may differ from the screen's.

SMILES	TLR9-MyD88 inh	NR5A2 inv ag	MC4R ag barr	MC4R antag cAMP	NCOA3 inh	ABHD5-PLIN5 inh	NCOA1 inh	NOD2 RIPK2 PPI	LMP1 NFkB inh	NR2F2 inh	NCOA2 inhibitor
Cc1nc2ccc(C(=O)N3c4ccccc4CC3C)cc2s1 (configuration not stated)	-7	-9	-3.1	-5	7	3	-4	-6	-12	20	-3
Cc1ccc(-c2cc(C(F)F)n3ncc(C(=O)N4CCN5CCCC5C4)c3n2)cc1 (configuration not stated)	-1	13	-1.1	-2	6	7	-11	-8	-2	11	-7
Cn1c(Sc2ccc([N+](=O)[O-])cc2C(F)(F)F)nnc1-c1ccccc1	-14	1	-0.5	1	1	-3	-5	-1	3	13	0
Cc1ccc(S(=O)(=O)N2CCCC2CNC(=O)c2ccc(F)c(F)c2)cc1 (configuration not stated)	0	-2	-1.1	2	4	10	-17	-3	-3	3	2
COc1ccc(CN2C(=O)c3ccccc3C2C(=O)NCc2cccnc2)c(OC)c1 (configuration not stated)	-1	-26	-0.3	-1	6	4	2	-11	0	·	·
c1ccc(CNC2=NCCCC2)cc1	-3	9	-1.1	1	10	2	-5	-16	5	-6	-1
COc1ccc(C(=O)NC2CC2)cc1OC1CCN(Cc2ccc(NC(C)=O)cc2)CC1	3	-7	-2.1	15	-3	3	-4	-1	4	-17	17
Cn1c(=S)[nH]c2cccnc21	1	0	-0.1	0	9	3	-14	-7	-5	3	13
CCOC(=O)c1sc(NC(=O)CC)c(C#N)c1C	4	4	-0.1	-2	0	-6	14	1	-2	-6	1
COc1ccc(CCNC(=O)COc2ccc(S(=O)(=O)NC(C)C)cc2)cc1OC	-1	4	-0.3	8	-19	0	-20	3	8	-13	0
CC(C)n1cc2c(N)ncnc2n1	-4	31	-0.8	8	4	5	-14	-2	5	2	-6
CCCc1cc2c(cc1NS(=O)(=O)c1ccc(CCNC(C)=O)cc1)OCO2	-4	13	-3.1	7	6	0	-8	-1	4	-6	-46
Cc1ccc(C)c(OCCNc2ncccc2[N+](=O)[O-])c1	4	19	2.3	-11	1	7	12	-3	4	9	-7
COc1cc(NS(=O)(=O)c2ccc3[nH]c(=O)[nH]c3c2)cc(OC)c1	-4	7	-0.1	4	-12	2	4	-9	-3	4	19
O=C(COC(=O)c1ccco1)Nc1ccc([N+](=O)[O-])cc1Cl	4	-7	-0.6	4	1	-5	0	-3	0	-8	2
Cc1ccc(NC(=O)c2ccc3c(c2)OCCO3)nc1	7	-122	-4.5	-2	-43	-6	-77	3	50*	-10	-27
O=S(=O)(c1ccc2nc(SCc3ccc(Cl)cc3)[nH]c2c1)N1CCOCC1	-6	-11	-0.9	9	-3	-2	4	5	6	0	-2
NC(=O)COC(=O)CC(c1ccccc1)c1ccccc1	8	-3	1.9	22	-3	-3	1	-3	-10	-2	16
CC(C)NC(=O)Nc1ccc2c(c1)C(=O)N([C@H](C)CO)C[C@H](C)[C@@H](CN(C)C(=O)Nc1ccc3c(c1)OCO3)O2	-7	-2	-0.7	4	3	0	-6	9	0	-2	-35
Cc1ccc(C(=O)NCCCN2CCOCC2)c(C)c1	1	5	-0.1	10	-4	1	-18	5	-4	-5	-77
CSc1nccn1CC(=O)Nc1ccc(F)cc1	2	-16	-0.2	0	-1	-5	-4	-6	3	2	2
COc1ccc(Cl)cc1-n1c(=S)sc2c(=O)[nH]c(SCC(=O)NCC3CCCO3)nc21 (configuration not stated)	0	1	-3.0	2	12	10	8	8	10	3	-6
CCOC(=O)COc1c(OC)cc(Cl)cc1C1Nc2ccccc2C(=O)N1c1ccccc1 (configuration not stated)	-5	6	-2.4	14	12	4	5	10	-8	12	-5
O=C(CSc1ncccn1)N1CCN(S(=O)(=O)c2ccccc2)CC1	-7	10	1.3	8	-13	1	-4	5	-5	5	-11
Cc1ccc(CCNc2ccccc2C)cn1	6	-24	-0.7	1	-31	3	-4	-11	-5	-7	2
Additional entries:
SMILES	TLR9-MyD88 inh	NR5A2 inv ag	MC4R ag barr	MC4R antag cAMP	NCOA3 inh	ABHD5-PLIN5 inh	NCOA1 inh	NOD2 RIPK2 PPI	LMP1 NFkB inh	NR2F2 inh	NCOA2 inhibitor
COc1ccc(NC(=O)COC(=O)CCc2cc(OC)c(OC)c(OC)c2)c([N+](=O)[O-])c1	-13	-1	-0.6	13	7	2	9	-9	-3	1	7
Cc1[nH]c2ccccc2c1C(=O)CN1C(=O)C(=O)N(Cc2ccco2)C1=O	0	-7	-3.3	14	0	5	-15	2	1	8	-25
CCN1CCN(CCC(=O)Nc2cc(OC)cc(OC)c2)CC1	0	-5	-2.7	-2	-6	-5	4	-12	-2	-6	-6
Cc1ccc(C(=O)Nc2ccccc2-c2ccccc2)cc1[N+](=O)[O-]	1	15	-0.2	3	15	-1	-1	11	1	-8	8
COc1cccc(NC(=S)N2CCN(S(C)(=O)=O)CC2)c1	-3	-2	-3.8	-2	-21	-14	10	1	-3	-6	-4
COCCNC(=O)C12CC3CC(CC(Cl)(C3)C1)C2	·	14	-0.3	-1	14	5	13	-14	·	-22	5
C[n+]1cccc(NC(=O)c2ccccc2)c1	·	-25	·	·	·	-11	·	-9	·	4	21
CCCc1nc2ccccc2c(C(=O)OCC(=O)NCc2ccc3c(c2)OCO3)c1CC	10	39	0.5	12	9	2	-89	-3	0	16	5
CC(=O)NS(=O)(=O)c1ccc(NS(=O)(=O)c2ccc3ccccc3c2)cc1	3	2	-0.8	20	15	1	-18	9	2	19	-10
CCCC(=O)N1CCc2cc(OC)c(OC)cc2C1COc1ccccc1OC (configuration not stated)	1	2	0.8	25	16	-6	0	-7	10	12	-22
Cc1cc2[nH]c3ccccc3c2cn1	-1	7	0.6	9	-23	3	-6	-5	-9	-7	0
CCCc1cc(=O)[nH]c(SCC(=O)Nc2ccc(C(=O)Nc3ccccc3OC)cc2)n1	-11	-16	0.8	10	-10	-12	-10	-2	-7	-8	24
O=S(=O)(NCC1CCCO1)c1cccc(C(F)(F)F)c1 (configuration not stated)	0	6	0.9	14	1	0	-11	-2	-8	14	-32
CCC(C)C(=O)Nc1nccs1 (configuration not stated)	12	4	-0.4	14	21	6	7	1	7	2	-5
CN1CCN(S(=O)(=O)c2cccc(C(=O)Oc3ccc(C(C)(C)C)cc3)c2)CC1	12	10	-1.0	-1	-7	4	2	-17	7	-14	-13
CCOC(=O)Cn1c(=N)n(CCOc2ccc(OC)cc2)c2ccccc21	5	17	-1.1	2	-8	3	-1	-4	-1	·	·
CC1=CC2=NC(=O)/C(=C\c3cn(C)c4ccccc34)C(=N)N2O1	2	-21	0.4	16	-6	2	-10	-13	2	10	-8
C#CCOC(=O)CN1C(=O)c2cccc3cccc(c23)C1=O	-9	-14	-0.8	4	-8	1	-2	2	-4	-12	-10
CCOCCCNC(=O)C(NC(=O)CNC(C)=O)c1ccc(C)cc1 (configuration not stated)	-2	12	-1.4	-1	8	2	5	0	-12	5	-4
Nc1c(C(=O)N2CCOCC2)sc2nc(N3CCOCC3)c3c(c12)CCCC3	-4	3	-0.9	22	3	-2	-17	-6	6	14	-9
COC(=O)c1ccc(SCC(=O)N2CCC(C)CC2)c([N+](=O)[O-])c1	-2	9	-0.5	3	6	-5	-12	-1	-1	-15	-16
CCn1cc(-c2csc(N)n2)c(C)n1	2	-4	-2.2	11	-10	-2	0	3	4	5	-4
CCN(CC)C(=S)SCc1csc(CC(=O)Nc2ccccc2C)n1	5	-8	-0.9	3	8	-5	5	5	-13	-2	2
O=S(Cc1ccccc1)CC(O)(c1ccc(Cl)cc1)c1ccc(Cl)cc1 (configuration not stated)	-7	11	6.3	17	16	3	-7	-5	-7	-2	31
CC(OC(=O)c1nn(C(C)C)c(=O)c2ccccc12)C(=O)Nc1ncc(Cl)cc1Cl (configuration not stated)	8	6	0.1	11	3	9	-7	1	1	0	6
(further entries)
SMILES	TLR9-MyD88 inh	NR5A2 inv ag	MC4R ag barr	MC4R antag cAMP	NCOA3 inh	ABHD5-PLIN5 inh	NCOA1 inh	NOD2 RIPK2 PPI	LMP1 NFkB inh	NR2F2 inh	NCOA2 inhibitor
O=S(=O)(Nc1ncccn1)c1ccc(NC(=S)NCc2cccnc2)cc1	-3	6	-2.1	-7	-12	-1	-1	-7	-1	-2	-11
Cc1cc(C(=O)OCC(=O)Nc2nnc(C(C)C)s2)c2ccccc2n1	1	0	0.3	10	12	6	-6	-4	5	0	-19
N=c1c2c(ncn1CCCO)Oc1c(ccc3ccccc13)C2c1ccccc1 (configuration not stated)	0	-22	-0.2	12	13	6	5	10	-4	-19	-44
Cc1nn(C)c(C(=O)Nc2cccc(Nc3ccccc3)c2)c1[N+](=O)[O-]	-4	-15	-3.5	-3	7	-3	9	-5	-4	-2	4
CCn1c2ccccc2c2cc(NC(=O)CSc3nnnn3-c3ccccc3)ccc21	5	-8	8.7*	7	8	7	-12	5	4	2	18
NCCOc1ccc(C2CCCCC2)cc1	12	-18	1.7	4	7	8	-19	-3	-5	-10	38
COc1ccccc1/C=C/CN1CCN(c2ccccc2)CC1	4	-1	0.8	-2	-8	7	-10	-13	-4	-7	17
CC(C)(C)OC(=O)N1CCN(C(=O)c2[nH]cnc2C(=O)Nc2ccc(Cl)cc2)CC1	-6	-13	-1.2	9	-1	-8	-8	0	6	-8	5
COc1ccc2nc(NC(=O)CCNC(=O)c3ccccc3Cl)sc2c1	-10	0	-1.2	10	-15	2	5	4	-9	-7	3
O=C(Oc1ccc(=O)n(-c2ccccc2)n1)c1cccc(Cl)c1	-5	1	0.3	1	9	8	6	-4	11	-5	1
O=C(CC1C(=O)N(c2ccc(Cl)cc2)C(=S)N1CCc1ccncc1)Nc1ccc(F)cc1 (configuration not stated)	-28	-20	1.5	27	-12	-3	4	-2	-3	-5	3
COc1cc(OC)c(C2=NOC(C(=O)Nc3ccc4c(c3)OCO4)C2)cc1Cl (configuration not stated)	8	-3	-0.5	8	12	3	15	-7	1	-3	-1
COc1cc(CC(=O)OCC(=O)Nc2ccc(N(C)C)cc2)cc(OC)c1OC	-4	29	-3.2	-2	-4	-1	-3	0	3	10	28
